NOD1 inhibition – inhibition of NOD1-driven NF-kB reporter – cell-based, luminescence, uHTS, primary screen (AID 1578) | NOD1-driven NF-kB luciferase reporter cells, luminescence; higher % means a stronger effect | inhibition, % at 4 µM, or EC50 in µM where a hit was titrated | 290,000 tested, 1% active; in the data active = inhibition mostly above about 36%, no sharp cut-off; inactive = mostly below about 34%;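 also: HEK-293T reporter cells stimulated with the NOD1 agonist gamma-tri-DAP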
Myeloid diff MLP – compounds promoting myeloid differentiation | calls only at 10 µM | AID 624256 | 360,000 tested, 1% active | ER-HoxA9 myeloid progenitors, lysozyme-GFP differentiation, flow cytometry;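 active = normalized GFP-positive differentiation at or above the plate's own cutoff, the solvent-only control mean plus 3 SD; inconclusive = no clear call, values can overlap the other calls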;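 also: cells exposed to compound for four days before flow analysis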
KOR beta-arrestin-1 – KOR agonists, beta-arrestin recruitment, primary screen, cell-based, luminescence, uHTS (AID 1777) | KOR beta-arrestin recruitment, luminescence; higher % means a stronger effect | activation, % at 10 µM; hits with a dose series show EC50 in µM | 280,000 tested, 0.02% active; in the data active = activation above about 50%, passing the limit was not always enough; also: a part of the inactive calls stands beside numbers as strong as those of hits
HEK293 NOD2/NF-kB – NOD2 signaling inhibitors, cell-based, luminescence, uHTS, HEK293 (AID 1566) | HEK293 NOD2/NF-kB luciferase reporter, luminescence; higher % means a stronger effect | one-dose inhibition, % at 4 µM; EC50 in µM for titrated hits | 290,000 tested, 0.63% active; also: many of its hits are not listed in these tables
KOR beta-arrestin-2 – KOR antagonists, beta-arrestin recruitment, cell-based, luminescence, uHTS (AID 1778); inhibition, % at 10 µM; hits with a dose series show IC50 in µM; KOR beta-arrestin recruitment, luminescence, antagonist mode; higher % means a stronger effect; 290,000 tested, 0.091% active; also: strong numbers were not always called active
GPR55 beta-arrestin – selective activators of receptor GPR55 – imaging, U2OS cells, beta-arrestin-GFP redistribution, primary screen (AID 1961); 290,000 tested, 0.048% active; U2OS GPR55 beta-arrestin-GFP redistribution imaging; higher % means a stronger effect; activation, % at 10 µM, or EC50 in µM where a hit was titrated;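 active = activation above 40% with more than 50 cells counted in the well; inconclusive = wells holding fewer than 50 cells, flagged as toxic or sparse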;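 also: U2OS osteosarcoma cells stably expressing GPR55 and beta-arrestin-GFP; plate controls were DMSO negative control for no effect and LPI positive control for full effect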
T cell modulator – T cell immune modulation candidate | 2C CD8+ T cell-vesicle binding, flow cytometry; stronger effect = lower value | calls only at 7 µM | 330,000 tested, 0.068% active;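 active = response, share of CD8 T cells binding vesicles, and their 90th percentile fluorescence all below set limits, cut at about 80% in these data, passing the limit was not always enough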
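material = purified 2C TCR transgenic mouse naive CD8+ T cells | controls = Unloaded micro-vesicles (low), QL9 vesicles with 0.7% DMSO (high) | detection = cytometric PE anti-B7-1 and Alexa647 anti-CD8 signals after 1% paraformaldehyde fixation | incubation = binding step 1.5 h, 37 °C, antibody labelling 20 min, ice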
NTR1 ag – agonists of NTR1, primary screen, imaging, U2OS cells, beta-arrestin-GFP, high content (AID 493036) | 330,000 tested, 0.17% active | P30989 | activation, % at 20 µM | NTR1-U2OS beta-arrestin-GFP spot imaging, agonist mode;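 active = activation at or above 40% of the spot to cytoplasm intensity ratio, with at least 20 cells analyzed; inconclusive = wells under 20 cells, flagged as cytotoxic or low count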;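 also: 0% = DMSO without peptide and 100% = 100 nM NTR1 peptide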
Target sequence (P30989 whole entry, looked up): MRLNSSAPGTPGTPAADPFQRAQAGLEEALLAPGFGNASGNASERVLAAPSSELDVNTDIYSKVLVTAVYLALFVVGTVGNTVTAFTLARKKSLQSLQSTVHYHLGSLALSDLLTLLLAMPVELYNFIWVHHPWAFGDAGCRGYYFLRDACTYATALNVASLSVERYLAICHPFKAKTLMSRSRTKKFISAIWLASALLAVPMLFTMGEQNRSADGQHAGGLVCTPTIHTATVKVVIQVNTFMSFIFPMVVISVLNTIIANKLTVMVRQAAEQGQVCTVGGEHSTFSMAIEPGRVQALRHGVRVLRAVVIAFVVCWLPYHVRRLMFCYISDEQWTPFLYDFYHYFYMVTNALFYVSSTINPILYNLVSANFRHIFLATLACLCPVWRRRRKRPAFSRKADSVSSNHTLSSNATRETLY
GPR55 LPI antagonism – inhibition of LPI-stimulated GPR55 beta-arrestin translocation – imaging, U2OS, beta-arrestin-GFP, LPI agonist, primary screen (AID 2013). U2OS GPR55 beta-arrestin-GFP translocation imaging, LPI antagonism; higher % means a stronger effect. inhibition, % at 10 µM, or IC50 in µM where a hit was titrated. 290,000 tested, 0.13% active;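 active = spots per cell inhibited over 60%, with over 100 cells counted and total cytoplasm intensity under 500,000; inconclusive = wells with under 100 cells, flagged as likely toxic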;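 also: U2OS cells stably carrying GPR55 and arrestin-GFP stimulated by 5 µM LPI near EC80; imaged beta-arrestin-GFP aggregate spots per cell after agonist stimulation; plate controls were LPI-stimulated DMSO wells for no effect and DMSO wells without LPI for full effect; some results filed as inactive read as strong as hits; confirmed hits need IC50 under 10 µM and bright autofluorescent wells are also inconclusive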
T cell modulator vesicle-bound % – recorded beside T cell modulator, whose call it bears; double positive events, %; measured here: CD8+ vesicle-bound cell fraction;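 binding gate set so that unloaded-vesicle control wells show 10% double positive cells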
NTR1 ag cell count 20 µM – also measured in NTR1 ag; calls as there; cell count; measured here: cell count, cytotoxicity flag
Myeloid diff MLP GFP+ MAC1+ % – recorded beside Myeloid diff MLP, whose call it bears; GFP+ MAC1+ double positive, %; measured here: differentiation confirmed by MAC1 staining
* hit, by the source's call; i = inactive; ? = inconclusive; . = not tested or not shown; [ ] = dose if it differs, or a comment. Rule as the data show it, unless noted: active = inhibition above about 50%; inactive = the rest. Not all compounds are listed; rates above refer to the full screens.

SMILES	NOD1 inhibition	Myeloid diff MLP	Myeloid diff MLP GFP+ MAC1+ %	KOR beta-arrestin-1	HEK293 NOD2/NF-kB	KOR beta-arrestin-2	GPR55 beta-arrestin	T cell modulator	T cell modulator vesicle-bound %	NTR1 ag	NTR1 ag cell count 20 µM	GPR55 LPI antagonism
CC(OC(=O)Cc1coc2ccc3ccccc3c12)C(=O)Nc1ncc(Cl)cc1Cl (configuration not stated)	-9%	i	1.1	-0.7%	7%	-32%	0.0%	i	13	12	67	11%
O=C(NCc1ccc(F)cc1)C(Cc1ccccc1)NS(=O)(=O)c1cccs1 (configuration not stated)	-3%	i	1.9	-3.9%	-4%	-33%	-0.1%	i	21	1.0	72	7%
O=C(N/N=C/c1ccc2nccnc2c1)c1ccncc1	-11%	i	0.6	1.6%	-25%	48%	-0.1%	i	30	0.7	37	4%
Cc1c(C(=O)OCC(=O)c2ccc3c(c2)OCCO3)oc2ccccc12	-6%	i	0.8	-2.0%	-2%	12%	0.2%	i	13	0.2	62	-3%
COc1ccc(OC)c(-c2csc(NC(=O)Cc3ccccc3)n2)c1	-22%	i	0.7	-1.1%	10%	22%	0.5%	i	15	6.0	39	-2%
O=S(=O)(NCC1CCCO1)c1ccc(Br)s1 (configuration not stated)	.	i	1.3	4.6%	5%	-10%	0.2%	i	29	0.1	56	-12%
O=S(=O)(Nc1nc2ccccc2nc1Nc1ccc2c(c1)OCO2)c1ccccc1	58%	i	0.6	7.6%	26%	7%	-0.2%	i	8	2.8	70	2%
CC(=O)C(Cc1ccccc1)(Cc1ccccc1)C(C)=O	10%	i	0.0	-2.8%	-4%	-30%	0.3%	i	49	0.3	70	1%
O=C(O)CC(C(=O)NC1CCCCC1)C1CCCO1 (configuration not stated)	-7%	i	1.2	6.1%	0%	-25%	0.3%	i	44	1.0	79	-3%
COc1ccccc1-c1nc2c(c(SCC(=O)N3CCCCC3)n1)Cc1c(CO)cnc(C)c1O2	0%	i	1.1	-0.8%	17%	-57%	-0.2%	i	17	2.4	62	-2%
Cc1nc(N2CCOCC2)sc1C(=O)NN	-10%	i	0.3	-7.2%	4%	19%	0.1%	i	25	4.9	55	3%
CCCCNC(=O)C1CCCN(S(=O)(=O)CC)C1 (configuration not stated)	-22%	i	0.1	-2.8%	15%	0%	0.3%	i	16	1.3	27	11%
COc1ccc(C(=O)OCC(=O)N2CCCC2=O)c(OC)c1	-27%	i	0.1	-2.5%	-2%	2%[20 µM]	-0.1%	i	21	0.2	23	4%
O=C(COc1ccc2oc(-c3ccccc3)cc(=O)c2c1)Nc1ccccc1	-30%	i	0.3	36%	-15%	6%	0.3%	i	28	4.5	61	1%
COc1ccccc1N1CCN(CC(=O)Nc2sccc2C#N)CC1	-20%	i	0.1	-5.1%	-3%	-11%	-0.2%	i	38	0.1	58	8%
CN(C(=O)c1cccc(C#N)c1)c1nnc(C2CCOC2)s1 (configuration not stated)	-16%	i	0.8	-3.5%	10%	15%	0.0%	i	45	-0.4	45	16%
OC1(c2ccccc2F)CCN(Cc2nnnn2CCc2ccccc2)CC1	-11%	i	4.3	0.4%	3%	14%	0.2%	i	11	0.0	52	-10%
COc1ccccc1NS(=O)(=O)c1ccc2oc(=O)ccc2c1	25%	.	.	2.6%	18%	-18%[20 µM]	-0.1%	i	10	1.1	69	-25%
CCN1CCN(C2CCN(C(C)=O)CC2)CC1	-1%	.	.	-2.1%	-4%	1%	-0.2%	.	.	.	.	3%
S=C(Nc1ccccc1)Nc1ccc(Cl)cc1Cl	6%	i	2.8	0.6%	-35%	-21%	-0.3%	i	48	-2.9	71	-4%
Cc1ccc(-c2csc(/C(C#N)=C/Nc3ccccc3SC(F)(F)F)n2)c(C)c1	-36%	i	0.1	-0.2%	-8%	-22%	0.2%	i	56	0.2	79	12%
Cc1oc(-c2ccc(Cl)cc2)nc1CN1CCC(C(=O)N2CCN(Cc3ccccc3)CC2)CC1	3%	?	.	6.3%	2%	-30%	-0.1%	i	39	11	58	-9%
COc1ccc(CCNC(=O)CSc2ccsc2[N+](=O)[O-])c(OC)c1	-41%	i	0.7	-2.0%	13%	-12%	0.9%	i	47	3.7	76	-5%
O=C(Oc1ccc2c3c(c(=O)oc2c1)CCC3)c1ccco1	6%	i	9.9	0.8%	3%	6%	-0.2%	i	39	1.6	41	8%
CCCc1ccc(S(=O)(=O)NCc2nnc(SC)n2C)cc1	-5%	i	0.5	-4.0%	30%	5%	0.3%	i	32	-0.4	52	-3%

Next part
SMILES	NOD1 inhibition	Myeloid diff MLP	Myeloid diff MLP GFP+ MAC1+ %	KOR beta-arrestin-1	HEK293 NOD2/NF-kB	KOR beta-arrestin-2	GPR55 beta-arrestin	T cell modulator	T cell modulator vesicle-bound %	NTR1 ag	NTR1 ag cell count 20 µM	GPR55 LPI antagonism
Nn1c(SCC(=O)Nc2ccc3c(c2)OCO3)nnc1C1CC1	.	i	1.6	2.5%	-4%	6%	-0.1%	i	29	0.6	91	8%
CN1CCN(c2oc(/C=C/c3ccccc3)nc2C#N)CC1	-3%	i	0.7	1.2%	25%	6%	-0.3%	i	2	0.3	53	7%
COc1cccc(-c2cc(C(F)(F)F)n3ncc(S(=O)(=O)c4ccccc4)c3n2)c1	-7%	i	2.9	4.0%	-41%	-94%	0.5%	i	18	19	136	5%
O=C(Nc1nc2ccccc2n1CCN1CCCCC1)c1ccco1	0%	i	0.7	.	-4%	.	0.3%	i	31	3.2	40	2%
CCCCCCN1C(=O)C(O)=C(C(C)=O)C1c1ccc(Cl)cc1 (configuration not stated)	1%	i	0.0	3.4%	-1%	19%	-0.1%	i	46	0.3	58	-4%
O=C(Nc1ccc(Cl)cc1)Nc1cccc(C(=O)O)c1	68%*	i	0.3	.	-173%	-41%[20 µM]	-0.1%	i	60	1.8	26	-9%
Cc1cccc(S(=O)(=O)N2CN(Cc3ccco3)c3nc4ccccc4nc32)c1	25%	i	0.8	-2.9%	24%	17%	0.3%	i	24	2.8	44	21%
CCCCCc1c(C)nc(N2CCN(Cc3ccc4c(c3)OCO4)CC2)[nH]c1=O	-8%	i	0.6	1.0%	30%	7%	-0.1%	i	11	0.9	78	-6%
O=C(Nc1ccc(NC(=O)c2ccc(Cl)cc2Cl)cc1)c1cccs1	-27%	i	0.3	-2.9%	15%	-8%	-0.2%	i	15	0.4	51	-8%
Nc1nnc(SCC(=O)N2CCN(Cc3ccccc3)CC2)s1	5%	i	0.8	-6.3%	-2%	-28%	-0.1%	i	6	-0.1	72	-1%
CCC(C)c1cc(S(=O)(=O)N2CCOCC2)ccc1OC (configuration not stated)	-10%	i	0.9	-1.0%	-11%	12%	-0.4%	i	8	-0.8	76	15%
Cn1ncc(N2CCN(S(=O)(=O)c3ccc(Br)cc3)CC2)c(Cl)c1=O	-38%	i	0.1	-1.9%	13%	18%	-0.1%	i	55	0.8	62	-2%
CC(c1ccccc1)N1C(=O)C2C3C=CC(C4CC34)C2C1=O (configuration not stated)	-36%	i	0.2	.	3%	3%[20 µM]	0.2%	i	59	-0.4	78	7%
C=CCn1c(SCc2ccc(C(=O)Nc3nccs3)cc2)nnc1-c1ccc(C)c(Cl)c1	54%	i	2.0	39%	26%	0%	2.4%	i	33	8.9	53	-9%
Nc1c(C=C2C=CC(=O)C=C2)c(=O)nc2sc(CC(=O)N3CCCCC3)nn12	-1%	i	2.0	-6.5%	-1%	-6%	-0.2%	i	21	0.1	52	-2%
O=C(CSc1nnc(NC(=O)c2ccccc2)s1)NC1CCCC1	-33%	?	.	-9.2%	-75%	-20%	0.6%	i	10	-0.9	53	6%
CC(C)NC(=O)COC(=O)c1cc(F)c(F)cc1Cl	0%	i	1.0	.	17%	-20%	-0.1%	i	52	-5.0	85	1%
O=C(Nc1ccc(NC(=S)NC(=O)c2cccs2)cc1)c1ccccc1	-18%	i	1.5	9.6%	19%	-4%	0.7%	i	46	2.4	54	16%
O=C(c1ccco1)N1CCN(C(=O)C2Cc3ccccc3CN2S(=O)(=O)c2ccc(F)cc2)CC1 (configuration not stated)	-31%	.	.	-1.8%	-4%	-8%	-0.2%	i	42	0.2	47	4%
C/C(=N\NC(=O)c1cc(C(C)(C)C)[nH]n1)C12CC3CC(CC(C3)C1)C2	18%	i	0.2	-3.5%	16%	10%[20 µM]	0.2%	i	10	17	57	12%
CCc1ccc(S(=O)(=O)Nc2c(C)nn(C)c2C)cc1	16%	i	5.8	0.2%	30%	-2%	0.2%	i	39	7.2	45	3%
CC(C)(C)C(=O)Nc1nnc(-c2ccccc2)c(-c2ccccc2)n1	-16%	i	1.1	5.5%	0%	-23%	-0.1%	i	41	0.1	74	-2%
C(=N\Nc1nc(N2CCOCC2)nc(N2CCOCC2)n1)/c1cccnc1	-25%	i	6.8	-2.6%	-4%	-29%	1.3%	i	3	-0.1	73	-9%
O=C(NCCCN1CCCC1=O)C(=O)NCC1OCCCN1S(=O)(=O)c1cc(F)ccc1F (configuration not stated)	-25%	i	0.8	-2.6%	-17%	10%	0.0%	i	10	1.1	55	19%
COc1ccc2c(c1)c(=O)c(C(=O)O)c(-c1ccc3c(c1)OCO3)n2C	-40%	i	0.3	3.2%	4%	-30%	0.1%	i	16	1.2	38	-1%
CC(=O)c1ccc(OCC(O)CN2CCN(S(=O)(=O)c3cccc(Br)c3)CC2)cc1 (configuration not stated)	-24%	i	0.2	-1.1%	4%	-15%	0.3%	i	24	1.5	54	-6%
O=C(Nc1cccc(Br)c1)c1ccn[nH]1	-12%	i	0.8	-1.6%	-2%	10%	-0.2%	i	24	-0.9	66	6%
Cc1ccc(C)c(S(=O)(=O)N2CCCOC2CNC(=O)C(=O)NC2CCCCC2)c1 (configuration not stated)	11%	i	1.0	3.3%	17%	-30%	0.0%	i	4	1.6	64	-13%
CC1CC(C)CN(S(=O)(=O)c2ccc3c(c2)oc(=O)n3CC(=O)NCCCOC(C)C)C1 (configuration not stated)	-8%	i	1.5	-1.1%	16%	47%	-0.1%	i	46	-0.3	49	16%
Cc1ccc(N2C(=O)NC(NC(=O)C3CC3)(C(F)(F)F)C2=O)cc1 (configuration not stated)	-1%	i	0.8	-4.5%	0%	-2%	0.5%	i	44	-0.3	69	4%

Compound activity deposited in PubChem by several laboratories.
